A340 absorber = compounds absorbing at 340 nm; compound absorbance at 340 nm, fold over control; fold change at 10 µM; 65,000 tested, under 10 active; AID 708;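 active = at 10 µM dose, initial 340 nm absorbance at least 2 fold that of control wells; inactive = change under 2 fold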;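 also: initial absorbance extrapolated from kinetic A340 decline of NADH oxidation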
HTR1E antagonist = blocks the human 5-HT1E serotonin receptor; inhibition, % at 6 µM; actives 0.99% (n = 65,000); CHO 5-HT1E Ga15 NFAT-bla reporter, FRET, antagonist;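 active = inhibition above a set limit, the mean inhibition across every tested compound plus 3 SD, cut at about 29% in these data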;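 also: signal is the 460 over 535 nm emission ratio of beta-lactamase substrate; 0% = agonist plus DMSO wells and 100% = wells without agonist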
Target sequence (P28566 whole entry, looked up): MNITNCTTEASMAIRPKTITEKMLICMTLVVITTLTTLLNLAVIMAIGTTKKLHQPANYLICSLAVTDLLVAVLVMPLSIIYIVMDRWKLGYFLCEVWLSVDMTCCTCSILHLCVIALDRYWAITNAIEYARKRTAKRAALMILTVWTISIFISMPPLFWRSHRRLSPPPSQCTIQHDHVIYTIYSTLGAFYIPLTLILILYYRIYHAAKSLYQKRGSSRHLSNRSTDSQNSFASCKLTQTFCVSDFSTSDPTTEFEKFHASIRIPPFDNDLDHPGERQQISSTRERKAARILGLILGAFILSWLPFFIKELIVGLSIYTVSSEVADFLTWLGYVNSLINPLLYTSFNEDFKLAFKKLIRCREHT
HTR1E agonist = activates the human 5-HT1E serotonin receptor | actives 0.69% (n = 65,000) | activation, % at 6 µM | P28566 | AID 574 | CHO 5-HT1E Ga15 NFAT-bla reporter, FRET; 0% DMSO wells, 100% control agonist wells;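 active = activation above a set limit, the screen-wide mean activation plus 3 SD, cut at about 8.5% in these data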;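 also: 100% = positive control agonist at 1 µM giving full maximal response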
Fluor 339 460 = intrinsic fluorescence of library compounds, ex339/em460 – biochemical, MLSMR library, data from DPM-DC assay, artefact control, profiling panel; fluorescence fold increase at 10 µM; actives 5.5% (n = 65,000); compound autofluorescence, ex339/em460 nm, NADH buffer; hits give high values; 1 = no-compound wells, NADH background;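 active = at 10 µM, mean starting fluorescence two-fold or more over control wells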;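 also: signal is the first read of a kinetic run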
MMP-13 inhibitor = inhibitors of human MMP13; P45452; MMP-13 fTHP FRET cleavage, Mca fluorescence; inhibition, % at 4 µM; actives 0.07% (n = 65,000); AID 570;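 active = inhibition above the mean of compound-free control plate wells plus 3 SD, cut at about 14% in these data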;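 also: 0% = DMSO wells and 100% = wells with reference MMP-13 inhibitor after basal subtraction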
HER2 expr 66K = inhibitors of human Her2 kinase expression. SKBR-3 HER2 protein level, AlphaScreen, 18-24 h; hits give low values. HER2 level % of control, % at 10 µM. actives 0.69% (n = 65,000);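 active = HER2 level under 5% of the carrier-only control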;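 also: 100% = DMSO carrier and 0% = 500 nM PU-H71 HSP90 inhibitor; lower value means stronger loss of Her2 protein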
S1P3 ag = agonists of human S1P3 receptor; Q99500; S1P3 NFAT-BLA reporter cells, agonism, FRET ratio; relative to 1 µM S1P, basal subtracted; activation, % at 4.5 µM; actives 0.1% (n = 60,000);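 active = activation above the screen-wide mean plus 3 SD, cut at about 4.5% in these data, passing the limit was not always enough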; also: some compounds called inactive have numbers as strong as hits
Target sequence (Q99500 whole entry, looked up): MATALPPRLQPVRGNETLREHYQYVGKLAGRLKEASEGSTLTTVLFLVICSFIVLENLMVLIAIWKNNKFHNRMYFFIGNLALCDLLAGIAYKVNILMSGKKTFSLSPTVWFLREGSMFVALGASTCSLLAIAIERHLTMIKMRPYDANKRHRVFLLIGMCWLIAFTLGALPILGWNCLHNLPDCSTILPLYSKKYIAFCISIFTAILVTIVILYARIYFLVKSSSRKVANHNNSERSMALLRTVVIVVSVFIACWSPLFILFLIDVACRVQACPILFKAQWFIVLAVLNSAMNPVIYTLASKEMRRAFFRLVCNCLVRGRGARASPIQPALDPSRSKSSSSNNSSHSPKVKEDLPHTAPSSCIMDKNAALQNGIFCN
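Assay system: CHO cells stably expressing human S1P3, Gα16 and NFAT-β-lactamase reporter. Timing: overnight plating, 4 h compound 37 °C, 2 h substrate RT. Signal: β-lactamase FRET emission ratio 460/535 nm. Measure: percent activation versus median 1 µM S1P response, basal-subtracted, per plate. Repeats: primary screen single test, confirmation screen in triplicate.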
S1P1 ag-PAM = activates or potentiates agonism at human S1P1 receptor | P21453 | S1P1 CRE-bla cells, forskolin, beta-lactamase FRET, potentiator mode; S1P1 agonist co-added at EC20, 2 nM; 100% = saturating reference agonist, 0% = basal | activation, % at 9.5 µM | actives 0.57% (n = 56,000) | AID 449;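 active = activation above a cutoff set at the mean activation of all tested compounds plus 3 SD, cut at about 54% in these data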;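 also: forskolin at 4 µM as EC80 and the EC20 agonist is SEW2871; 100% = SEW2871 at its EC100 plus forskolin at EC80; some compounds past the cut are filed as inactive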
5-HT1A blocker = blocks the human serotonin 5-HT1a receptor; P08908; CHO 5-HT1a Ga15 NFAT-bla reporter, antagonist mode; inhibition, % at 10 µM; actives 0.68% (n = 62,000); AID 612;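 active = inhibition above the mean of all tested compounds plus 3 SD, cut at about 43% in these data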;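 also: receptor stimulated by 5-CT agonist at 100 nM near EC80; beta-lactamase reporter measured by ratiometric fluorescence of a cleavable substrate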
The depositor's hits bear a star; / = no result given. No enrichment for hits. Share with any hit: about 8.5%.

SMILES	A340 absorber	HTR1E antagonist	HTR1E agonist	Fluor 339 460	MMP-13 inhibitor	HER2 expr 66K	S1P3 ag	S1P1 ag-PAM	5-HT1A blocker
O=C(Nc1cccc(F)c1)C1CCN(c2nnnn2-c2ccccc2)CC1	1	-6	-0.3	1.1	2	103	-0.5	-7	8
Cc1ccc(C)c(Cn2c(=O)n(CCCC(=O)NCc3ccco3)c(=O)c3ccccc32)c1	1	5	0.2	1.1	4	70	-1.0	-10	6
CCN1CCN(CC(=O)n2c3c(c4ccccc42)CC(C)CC3)CC1 (configuration not stated)	1	4	0.7	1.1	0	64	-0.1	/	-10
Cn1c(C(=O)N2CCCCCC2)cc2c(=O)n(C)c3ccccc3c21	1	-1	0.6	1	7	76	0.1	-29	-30
Cc1ccccc1NS(=O)(=O)c1cccc(-c2nnc(-c3ccccc3)o2)c1	1	-10	-1.2	1.1	-3	80	-0.8	24	-24
COC(=O)C(C#N)c1nc2ccccc2nc1N1CCN(Cc2ccc3c(c2)OCO3)CC1 (configuration not stated)	1	-4	1.0	1.1	-1	66	0.1	7	-11
COc1ccc(C(c2nnnn2Cc2ccc(F)cc2)N2CCN(c3ccccc3)CC2)cc1 (configuration not stated)	0.97	-1	0.2	1.1	2	68	-1.1	-24	41
COC(=O)Nc1ccc(S(=O)(=O)N(C)CC(F)(F)C(F)F)cc1	0.99	-12	-0.6	1	-3	105	0.2	-14	-11
COc1ccc(Nc2nc(N)nc(C(F)(F)F)n2)c(OC)c1	1	-2	0.7	1.1	1	118	0.0	/	-4
CC(C)N=C(NC#N)SCc1ccccc1F	1	0	1.1	1.1	-6	143	0.2	-21	6
Cc1ccccc1C(=O)c1cccn1CC(=O)N1CCCCCC1	1	-6	-1.4	1.1	5	113	0.3	8	10
COc1cc2cc(CN(CCCO)S(=O)(=O)c3ccccc3)c(=O)[nH]c2cc1OC	1.1	-4	-0.8	3.9*	-75	67	-0.8	-14	3
OCCN1CCN(Cc2cccc(Oc3ccc(Cl)cc3)c2)CC1	1	8	10*	1.1	-4	101	-0.9	-38	1
CCn1c(SCC(=O)Nc2cccc(C(C)=O)c2)nnc1C(C)C	1	-10	0.1	1.2	1	97	-0.1	-7	-5
Cn1c(=O)cc(OCCCC(=O)NCc2ccc3c(c2)OCO3)c2ccccc21	1.1	7	0.3	1.1	2	101	-1.2	-4	-9
Cc1nc(C)c(C(=O)C2=C(O)C(=O)N(CCN(C)C)C2c2ccccc2)s1 (configuration not stated)	1.2	3	-1.2	1	-1	70	-0.2	12	-9
O=C(NC1CCCCCCC1)C1=COCCO1	1	-1	0.7	1	3	93	-0.4	-3	-4
COc1ccc(N2CCN(CCNC(=O)CCN3C(=O)COc4ccccc43)CC2)cc1	1	10	-0.8	1.1	6	116	-0.6	-10	0
Cc1csc(SCC(=O)NC(=O)NCc2ccccc2)n1	0.98	17	-0.8	1.1	5	109	0.1	3	-2
CC12CCC(C(=O)NC3CCCC3)(CC1=O)C2(C)C (configuration not stated)	1	4	1.1	1.1	3	64	-0.9	/	11

The listing continues.
SMILES	A340 absorber	HTR1E antagonist	HTR1E agonist	Fluor 339 460	MMP-13 inhibitor	HER2 expr 66K	S1P3 ag	S1P1 ag-PAM	5-HT1A blocker
Cc1cccc2c1nc(-c1ccccc1)n1nnnc21	1	-6	0.6	1.4	0	90	-0.7	/	-12
O=C(CCCCCN1C(=O)CCC1=O)NCc1ccccc1	1	1	-0.3	1.1	3	84	-0.7	6	1
CCN(CC)C(=O)Oc1ccc(Cl)c2ccccc12	1	-12	1.5	1.1	9	203	0.3	-18	-5
O=S1(=O)CC(N2CCOCC2)c2ccccc21 (configuration not stated)	0.97	11	-1.7	1	2	114	-0.7	-3	18
O=C(Nc1ccc(N2CCN(C(=O)c3ccccc3)CC2)c(Cl)c1)c1ccc(Br)o1	1	11	-0.4	1.1	10	50	-5.5	29	/
O=C(NCc1ccccn1)c1ccc(CS(=O)(=O)Cc2ccc(Cl)cc2)o1	1	4	-0.3	1.1	2	100	-1.6	10	11
CC12CN(Cc3ccccc3)CC(C)(CN(Cc3ccccc3)C1)C2=NO	1.1	7	-2.3	1.1	5	96	-1.5	-1	50*
CCN(CC)C(=O)Sc1cccc2cccnc12	0.98	8	-0.5	1.2	-19	73	-0.1	4	2
O=S(=O)(c1ccc(F)cc1)N1CCCC(CO)C1 (configuration not stated)	1	-2	-0.4	1.2	2	102	-0.9	-44	-1
CCOC(=O)c1ccc(NC(=O)C(CC)CC)cc1	1	7	-0.8	1.2	-1	91	1.1	-23	17
COc1cccc(CNC(=O)c2ccc(NC(=O)C3CCCO3)cc2)c1 (configuration not stated)	1	5	-1.5	1	4	319	/	/	4
COCCn1cc(C(=O)c2ccccc2OCC(=O)Nc2cc(C)on2)cc(C#N)c1=O	1	5	-0.5	1.1	6	/	/	/	8
CN(C)CCCN1C(=O)c2oc3ccc(F)cc3c(=O)c2C1c1cccnc1 (configuration not stated)	1.1	14	-0.2	1.3	-20	104	-0.3	-7	0
COc1ccc(CNS(=O)(=O)c2ccc(C3CNC(=O)C3)cc2)cc1 (configuration not stated)	1	4	-1.2	1.1	-2	87	-0.2	-56	3
CCOC(=O)N1CCN(c2c(N3CCOCC3)c(=O)c2=O)CC1	1	-11	0.7	1	2	117	0.9	-38	-8
OCCCc1nc2n(n1)C(c1ccccc1)C=C(c1ccccc1)N2 (configuration not stated)	1.1	30*	0.0	1.9	-27	107	0.1	-7	0
O=C(Nc1nc2ccccc2s1)C1CCCO1 (configuration not stated)	1	1	-0.2	1.1	3	88	-0.7	-24	1
CCn1c(=NC(=O)c2ccc(S(=O)(=O)N3CCOCC3)cc2)sc2cccc(OC)c21	1.1	-1	-0.2	4.7*	0	117	-0.7	6	-4
COc1ccc(-n2nc(C(=O)NCC(=O)NCc3ccco3)c3ccccc3c2=O)cc1Cl	1	19	-0.4	1.7	-6	79	-1.5	8	5
O=C(Nc1nccs1)c1ccc(S(=O)(=O)NCC2CCCCC2)cc1	0.99	8	-0.5	1.1	1	67	-1.0	53*	-5

Later entries.
SMILES	A340 absorber	HTR1E antagonist	HTR1E agonist	Fluor 339 460	MMP-13 inhibitor	HER2 expr 66K	S1P3 ag	S1P1 ag-PAM	5-HT1A blocker
Cn1c(=O)[nH]c(=O)c2c1nc(SCC(=O)O)n2CCc1ccccc1	1	-9	-0.4	1.1	1	107	-0.1	-14	-2
CCc1nnc(NC(=O)c2ccc(S(=O)(=O)N(CCOC)CCOC)cc2)s1	1.1	-2	0.2	1	-3	81	0.2	-8	-9
N#C/C(C(=O)N1CCCCC1)=C1\Nc2ccccc2S1	1.3	9	-0.1	1	1	113	-2.0	8	/
CCN(CC)S(=O)(=O)c1ccc(NC2c3ccccc3C(=O)N2CCN2CCOCC2)cc1 (configuration not stated)	0.99	11	-0.1	1	6	95	-1.1	-1	-1
C=CCn1c(CCC(=O)O)ccc1-c1ccc(OC)cc1	1.1	-5	0.0	1.6	-19	99	-0.3	/	0
C=CCSC1=N/C(=C\c2ccc3c(c2)OCO3)C(=O)S1	1	5	-0.8	1.1	-2	81	-0.9	-2	-10
CCc1nnc(NC(=O)COC(=O)CN2C(=O)c3ccccc3C2=O)s1	1	-2	0.3	1	4	92	/	/	4
COc1ccc(S(=O)(=O)N(CC(=O)NCCCN(C)C)c2ccc(C)cc2)cc1OC	0.99	1	-0.3	1.1	-2	131	-0.1	-20	-14
O=C(CN(Cc1ccccc1)S(=O)(=O)c1ccccc1)NC1CC1	1	-3	1.3	1	1	96	-0.7	-4	-4
COc1ccccc1CN(Cc1cc2cc(C)cc(C)c2[nH]c1=O)Cc1nnnn1CC1CCCO1 (configuration not stated)	1	13	0.8	1.3	-16	49	-0.4	6	9
NC(=O)C1CC=CCC1C(=O)OCC(Cl)=C(Cl)Cl (configuration not stated)	1.1	-13	-0.7	1.1	0	105	-1.5	4	1
COCCNC(=O)c1c[nH]c2ccc(S(=O)(=O)N3CCC4(CC3)OCCO4)cc2c1=O	1.1	-7	-0.1	2.1*	-1	86	/	/	5
CCn1nc(NC(=O)c2ccncc2)c2cc3ccc(C)cc3nc21	1.1	21	-0.4	1.2	-7	85	-0.7	-19	-7
CCOCCOC(=O)C(C)Sc1n[nH]c(=O)[nH]c1=O (configuration not stated)	1	11	-0.4	1.1	1	118	-1.6	4	-4
CCOC(=O)c1cc(-c2ccc(/C=N\n3cnnc3)o2)ccc1Cl	1.3	9	-2.0	1.3	-2	114	-0.2	16	-14
O=C(O)CCc1nc2cccnc2n1Cc1ccccc1	1	7	0.5	1	4	114	0.3	-10	0
Cn1c(NC(=O)c2cc(-c3ccc4c(c3)OCO4)nc3ccccc23)cc(=O)n(C)c1=O	1.1	6	0.7	1.2	-2	79	-0.4	-8	1
COCCNC(=O)CS(=O)Cc1nc(-c2ccc(OC)cc2)oc1C (configuration not stated)	1	-16	-0.3	1.1	-6	115	-0.3	-2	2
COc1ccc(C(=O)n2nnc3ccccc32)cc1Br	1	-1	-1.5	1.1	2	107	-0.4	-5	-2
O=C(NC1CCS(=O)(=O)C1)c1cn(-c2ccccc2)nc1-c1ccccc1 (configuration not stated)	1	-8	-0.1	1.1	1	89	-0.7	36	3

S1P1 ag-PAM: entries above that show a hit.
SMILES	A340 absorber	HTR1E antagonist	HTR1E agonist	Fluor 339 460	MMP-13 inhibitor	HER2 expr 66K	S1P3 ag	S1P1 ag-PAM	5-HT1A blocker
O=C(Nc1nccs1)c1ccc(S(=O)(=O)NCC2CCCCC2)cc1	0.99	8	-0.5	1.1	1	67	-1.0	53*	-5

(list continues)
SMILES	A340 absorber	HTR1E antagonist	HTR1E agonist	Fluor 339 460	MMP-13 inhibitor	HER2 expr 66K	S1P3 ag	S1P1 ag-PAM	5-HT1A blocker
OC(CN1CCOCC1)CN(c1ccccc1)c1ccccc1 (configuration not stated)	1	-7	-0.8	1.2	-9	71	0.5	-14	2
Cc1cccnc1-n1c(CCN2C(=O)c3ccccc3C2=O)nc2ccccc2c1=O	1.1	21	-0.8	1	4	95	-1.1	-11	-7
O=C(CSc1nc2ccccc2c(=O)n1-c1ccccc1)N1CCN(CCO)CC1	1	6	0.2	1.1	3	79	-0.3	/	-4
CCCCN(C)CCn1c(=S)[nH]c2ccc(N3CCOCC3)cc2c1=O	1.1	26	-1.1	2.5*	-14	89	/	/	17
COC(=O)c1ccccc1NC(=O)CN1C(=O)CSC1=O	1	-2	-0.5	1.1	-2	111	-0.3	-14	-1
CCOc1ccccc1NC(=O)CN(C)S(=O)(=O)c1cccc2nsnc12	0.98	1	-0.2	1.1	9	88	-0.8	8	14
COc1ccc(Cn2nnnc2C(CC(C)C)N2CCN(c3ccccc3)CC2)cc1 (configuration not stated)	1	8	-0.2	1.1	4	74	-1.4	-2	26
Cc1cc(NC(=O)CCC2CCCC2)no1	1.1	4	-0.4	1.1	-1	/	-0.3	-8	-8
CCOc1ccc(NC(=O)CSc2nc3ccccc3c(=O)n2CCNC(C)=O)cc1	1	7	0.5	1.1	5	74	-0.4	5	-7

Compound activity: PubChem, several laboratories
